Screening data (PubChem)
IDE cell inh: inhibits human insulin-degrading enzyme in HEK cells. P14735. FAbetaB cleavage, fluorescence polarization. inhibition, % at 5.59 µM. actives 0.41% (n = 320,000);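 active = percent inhibition above the average of all tested compounds plus 3 SD, set per screening campaign, cut at about 16% in these data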;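 note: IDE supplied by intact live HEK cells; FP after avidin binding of uncleaved biotin substrate so inhibition keeps polarization high; 0% = DMSO wells and 100% = 60 µM reference IDE inhibitor Ii1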
Target sequence (P14735 whole entry, looked up): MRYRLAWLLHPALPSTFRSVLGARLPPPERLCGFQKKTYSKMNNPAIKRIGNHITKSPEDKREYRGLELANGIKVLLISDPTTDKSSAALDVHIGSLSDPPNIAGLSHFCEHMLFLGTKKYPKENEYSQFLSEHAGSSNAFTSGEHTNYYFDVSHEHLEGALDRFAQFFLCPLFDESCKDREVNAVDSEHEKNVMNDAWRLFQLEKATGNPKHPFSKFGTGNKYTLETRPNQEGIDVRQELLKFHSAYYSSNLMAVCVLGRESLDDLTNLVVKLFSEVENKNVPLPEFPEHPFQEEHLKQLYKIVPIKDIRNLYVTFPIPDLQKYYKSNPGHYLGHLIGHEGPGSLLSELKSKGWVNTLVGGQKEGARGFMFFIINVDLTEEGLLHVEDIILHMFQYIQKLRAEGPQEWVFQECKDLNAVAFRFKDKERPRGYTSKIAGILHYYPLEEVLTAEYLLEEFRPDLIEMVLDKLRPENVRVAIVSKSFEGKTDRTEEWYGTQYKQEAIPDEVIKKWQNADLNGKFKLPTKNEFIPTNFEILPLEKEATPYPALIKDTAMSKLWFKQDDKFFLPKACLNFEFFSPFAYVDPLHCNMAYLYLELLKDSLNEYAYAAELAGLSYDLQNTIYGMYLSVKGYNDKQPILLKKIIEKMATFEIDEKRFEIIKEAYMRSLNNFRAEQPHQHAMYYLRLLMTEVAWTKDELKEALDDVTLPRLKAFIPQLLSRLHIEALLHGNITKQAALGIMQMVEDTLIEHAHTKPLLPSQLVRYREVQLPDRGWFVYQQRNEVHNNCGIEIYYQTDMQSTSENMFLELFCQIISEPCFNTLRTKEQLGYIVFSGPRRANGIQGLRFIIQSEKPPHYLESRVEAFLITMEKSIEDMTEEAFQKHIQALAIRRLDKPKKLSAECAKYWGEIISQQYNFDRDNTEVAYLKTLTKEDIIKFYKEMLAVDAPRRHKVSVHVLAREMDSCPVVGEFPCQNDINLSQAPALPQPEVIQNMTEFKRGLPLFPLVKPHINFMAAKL
IDE act: activators of human insulin-degrading enzyme in cells; P14735; HEK cells, FAbeta-B cleavage, fluorescence polarization; 0% vehicle, 100% cell-free pure enzyme wells; activation, % at 5.96 µM; actives 0.073% (n = 340,000); AID 493087;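 active = activation above the mean of all tested compounds plus 3 SD, set per screening campaign, cut at about 17% in these data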
Active calls of the source: *. An excerpt; the hit share may differ from the screen's.

IDE act	IDE cell inh	structure
3.2	-1.4	COCCN(C(=O)COC(=O)C(c1ccccc1)c1ccccc1)c1c(N)n(Cc2ccccc2)c(=O)[nH]c1=O
5.2	1.1	Cc1cnc(C(=O)OCC(=O)Nc2ccc(C)c(S(=O)(=O)N3CCOCC3)c2)cn1
0.5	-6.5	CC1CN(S(=O)(=O)c2cccc(C(=O)NCCC3=CCCCC3)c2)CC(C)O1 (stereo unspecified)
-0.2	6.5	CCN(CC)S(=O)(=O)c1ccc(N2CCN(C)CC2)c(NC(=O)CSCC(=O)Nc2cccc(C)c2)c1
-1.5	8.6	O=C1N[C@@H](c2ccccc2)COC(=O)[C@H](Cc2ccc(F)cc2)C/C=C\C[C@@H]1CC(=O)N(CCO)Cc1ccccc1
-2.9	-2.6	COc1ccc(NS(=O)(=O)c2cccc(C(=O)N3CCN(C(=O)c4ccco4)CC3)c2)cc1
-1.1	-3.7	CSCCC(NC(=O)c1ccccc1Br)C(=O)NNC(=O)c1cc(C)oc1C (stereo unspecified)
4.7	8.5	CC(C)CN(C(=O)COC(=O)COc1ccc2ccccc2c1)c1c(N)n(Cc2ccccc2)c(=O)[nH]c1=O
2.4	1.7	Cc1csc2nc(O)c(C(=O)NCCCc3ccccc3)c(=O)n12
5.5	0.2	CC1CCCC(NC(=O)COC(=O)[C@@H](NC(=O)c2ccc(F)cc2)C(C)C)C1C (stereo partly specified)
6.9	-1.2	CN(C(=O)C1CCCN1S(=O)(=O)c1ccc(Cl)cc1)c1ccccc1 (stereo unspecified)
0.0	0.9	COc1ccc(Cl)cc1NC(=O)CN(C)CC(=O)N(CC(C)C)c1c(N)n(CC(C)C)c(=O)[nH]c1=O
1.2	0.3	CC(C)[C@H](CN1CCC[C@H]1CN1C(N)=NC[C@H]1C(C)C)N1C[C@@H](Cc2ccccc2)N(CCCC2CCCC2)C1=N
-5.1	1.5	Cc1cc(OCC(=O)OCC(=O)c2c(N)n(C)c(=O)n(C)c2=O)ccc1Cl
3.4	3.6	CC(=O)c1nccs1

The closing 2 compounds of the section before come first, to join the parts:
IDE act	IDE cell inh	structure
-5.1	1.5	Cc1cc(OCC(=O)OCC(=O)c2c(N)n(C)c(=O)n(C)c2=O)ccc1Cl
3.4	3.6	CC(=O)c1nccs1
11.8	-1.2	O=S(=O)(c1ccc(NCCOCCO)nc1)N1CCCCC1
-3.5	3.0	COc1ccc(CCN(C)C(=O)c2cc(S(=O)(=O)NCc3ccccc3)ccc2C)cc1OC
1.3	-2.7	CCN(c1ccccc1)S(=O)(=O)c1ccc(C(=O)N2CCOCC2)cc1
1.3	-3.0	NC(=O)C1CCN(C(=O)c2ccc(-c3ccccc3Cl)o2)CC1
2.1	-0.6	O=C(Nc1ccc(C(=O)N2CCC(N3CCCC3)CC2)cc1)c1ccc(Br)o1
2.0	4.8	O=[N+]([O-])c1ccccc1S(=O)(=O)Nc1cccc(S(=O)(=O)N2CCCC2)c1
0.4	-2.8	CCCCC1(C)NC(=O)N(CC(=O)Nc2cc(S(=O)(=O)N3CCOCC3)ccc2Cl)C1=O (stereo unspecified)
-4.8	1.2	CC1(C)C(=O)Nc2ccccc2N1C(=O)COC(=O)CSc1ccc(F)cc1
-1.3	-0.6	O=C(c1ccc(F)cc1)N1CCC(C(=O)N2CCN(Cc3ccc4c(c3)OCO4)CC2)CC1
1.2	1.8	O=C1CC(NS(=O)(=O)c2cc(F)ccc2F)CN1c1cccc(F)c1 (stereo unspecified)
3.6	-0.5	O=C(NCCc1ccccc1)C(=O)NCC1CCCN1S(=O)(=O)c1ccccc1 (stereo unspecified)
7.8	1.2	Cc1noc(C)c1COc1ccccc1C(=O)Nc1ccc(C(N)=O)cc1
-0.2	4.8	COC(=O)C[C@H]1c2cc(C(F)(F)F)ccc2S(=O)(=O)N1C1CCCC1
0.4	4.8	Cc1cccc(NC(=O)[C@@H]2CCCN2S(=O)(=O)c2ccc(Cl)cc2)c1
3.4	0.8	COCCCN1C(=O)c2ccc(C(=O)OCC(=O)N(CCC#N)c3cc(C)cc(C)c3)cc2C1=O
2.6	-5.5	CN(CC(=O)Nc1ccc(F)c(F)c1F)C(=O)CCN1C(=O)C2CCCCC2C1=O (stereo unspecified)
2.7	-1.1	O=C(COC(=O)Cn1cnc2ccccc21)Nc1ccc(OC(F)F)cc1
3.2	-6.0	O=C(COC(=O)c1ccc(S(=O)(=O)N2CCCC2)cc1)NCCc1ccc(F)cc1
1.1	9.4	Cc1cc(C)c(NC(=O)COC(=O)C2CCN(c3ccc(C(F)(F)F)cn3)CC2)c(Cl)c1
2.5	2.7	CCCCCn1nc(C(=O)OCc2nnc(-c3ccccc3)o2)c2ccccc2c1=O
5.1	-1.9	O=C(CCNS(=O)(=O)c1ccc(Br)cc1)NC1CCC(O)CC1 (stereo unspecified)
-2.5	-3.7	COc1cc(C(=O)NCCOc2ccc(Cl)cc2)ccc1OCc1c(C)noc1C
3.3	-0.1	Cc1ccc(NC(=O)Cc2nc(-c3c[nH]c(C(=O)N4CCCC4)c3)cs2)c(C)c1
-6.4	3.3	Cc1ccc(C(=O)Nc2nc(-c3ccccn3)cs2)cc1S(=O)(=O)N1CCOCC1
0.6	2.3	O=S1(=O)N=C(c2ccccc2)c2ccccc21
5.0	3.0	O=C(CCC(=O)c1cccs1)NCc1ccccc1Cl
3.0	1.8	COc1ccccc1CNC(=O)COC(=O)CSc1ccc(F)cc1
0.1	1.3	CSCCC(NC(=O)c1ccccc1Cl)C(=O)N1CCN(C(C)=O)CC1 (stereo unspecified)
-3.0	0.2	COCCn1c(SCC(=O)Nc2ccc3c(c2)OCCO3)nnc1-c1ccncc1
-0.8	6.7	C=CCN1C(=O)c2ccc(C(=O)N(CC(C)C)c3c(N)n(CCCC)c(=O)[nH]c3=O)cc2C1=O
5.2	1.3	O=C(CNC(=O)c1ccccc1F)NCc1ccccn1
-0.8	-3.4	CCC(C)Sc1ccc([C@H]2N[C@@](C)(C(=O)OC)[C@H]3C(=O)N(C)C(=O)[C@@H]23)cc1OC (stereo partly specified)
-1.4	-3.0	CC(=O)c1ccccc1-c1csc2ncnc(Sc3nnnn3C)c12
0.8	3.8	CCC(NC(=O)C1CCCC1)c1ccccc1 (stereo unspecified)
3.8	5.9	CC1CCCCC1NC(=O)COC(=O)c1ccc2ncsc2c1 (stereo unspecified)
4.3	-0.7	CN(CC(=O)Nc1ccc(F)cc1)C(=O)CN1C(=O)c2ccccc2C1=O
0.3	5.2	CN(CCOc1ccccc1)C(=O)c1cc(S(=O)(=O)N2CCCCC2)ccc1Cl
2.9	-2.4	COc1cccc(NC(=O)COC(=O)c2cc(=O)c3ccccc3o2)c1
0.2	2.7	Cc1ccc(NC(=O)CSc2nnc(C)n2C2CC2)cc1S(=O)(=O)N1CCOCC1
7.8	-3.9	O=C(CSc1nnc(C2CC2)n1C1CC1)c1ccc(F)c(F)c1
1.3	-3.4	CCOC(=O)C1Nc2ccc(C)cc2C2C=CCC12 (stereo unspecified)
4.1	-1.7	Cc1cccc2c(N=NC(=O)C(C)n3cnc4ccccc4c3=O)c(O)[nH]c12 (stereo unspecified)
-0.8	0.3	CC(=O)c1sc(NC(=O)C2CSC3(C)CCC(=O)N23)nc1-c1ccccc1 (stereo unspecified)
7.6	-1.7	Cc1ccc(NC(=O)CN2C(=O)NC3(CCCC3)C2=O)cc1S(=O)(=O)N1CCCCC1
1.3	2.0	CC(=O)Nc1cccc(C(=O)OCC(=O)Nc2nnc(-c3ccccc3)o2)c1

Of the compounds above, these have a thiophene ring, fused or not:
IDE act	IDE cell inh	structure
5.0	3.0	O=C(CCC(=O)c1cccs1)NCc1ccccc1Cl
-1.4	-3.0	CC(=O)c1ccccc1-c1csc2ncnc(Sc3nnnn3C)c12

Continued.
IDE act	IDE cell inh	structure
3.6	0.5	O=C(CSc1nnc(NC2CC2)s1)c1ccc[nH]1
-3.0	-1.3	O=C(COC(=O)c1ccccc1NCCO)NCC1CCCCC1
-5.8	-2.2	CCOc1ccc2oc(C(=O)Nc3cc(C)ccn3)c(C)c2c1
1.2	-0.8	O=C(COc1coc(CN2CCN(c3ccccc3)CC2)cc1=O)NCC1CCCO1 (stereo unspecified)
3.1	-2.4	N#CCCN(C(=O)COC(=O)c1ccc2ccccc2n1)c1ccccc1
5.7	11.3	O=C(CNC(=O)C1CCCCC1)OC(C(=O)c1ccccc1)c1ccccc1 (stereo unspecified)
3.5	0.8	CCN(C(=O)COc1ccc(F)cc1Br)c1c(N)n(Cc2ccccc2)c(=O)[nH]c1=O
5.4	-1.8	CCOc1ccc(C(c2c(C)n(C)n(-c3ccccc3)c2=O)c2c(C)n(C)n(-c3ccccc3)c2=O)c(O)c1
1.4	-2.8	Cc1ccccc1-n1nc2c(c1NC(=O)c1cc3ccccc3o1)CS(=O)(=O)C2
-1.7	2.8	CCC(=O)N1CCN(C(=O)c2ccccc2)CC1
2.0	-2.7	O=C(OCC(=O)c1ccc(Br)s1)c1ccc(O)cc1
-2.6	-3.0	Cc1ccc(C(=O)CSc2nnc3n2CCCCC3)s1
-6.8	6.4	CN(CC(=O)Nc1ccc(Cl)cc1)C(=O)c1sccc1-c1ccccc1
0.2	2.9	CC(C)CN(C(=O)COC(=O)Cc1cccc2ccccc12)c1c(N)n(Cc2ccccc2)c(=O)[nH]c1=O
-0.5	1.2	CCc1noc(C)c1C(=O)Nc1nc(-c2ccc(OC)cc2OC)cs1

Single values from the results shown.
CN(CC(=O)Nc1ccc(Cl)cc1)C(=O)c1sccc1-c1ccccc1 in IDE cell inh is entered as 6.4
CCOc1ccc(C(c2c(C)n(C)n(-c3ccccc3)c2=O)c2c(C)n(C)n(-c3ccccc3)c2=O)c(O)c1 in IDE cell inh is entered as -1.8
O=C(COc1coc(CN2CCN(c3ccccc3)CC2)cc1=O)NCC1CCCO1 (stereo unspecified) in IDE cell inh is entered as -0.8
CC(C)CN(C(=O)COC(=O)Cc1cccc2ccccc12)c1c(N)n(Cc2ccccc2)c(=O)[nH]c1=O in IDE act is entered as 0.2
O=C(CSc1nnc(NC2CC2)s1)c1ccc[nH]1 in IDE cell inh is entered as 0.5

Continued:
IDE act	IDE cell inh	structure
-0.2	-1.6	COc1ccccc1S(=O)(=O)NCc1ccc(C(=O)NC2CCC(O)CC2)cc1 (stereo unspecified)
-1.7	2.9	CCCC(C(=O)N(C)CC(=O)Nc1ccc(N2CCOCC2)cc1)c1ccccc1 (stereo unspecified)
7.7	2.7	CN(C(=O)COC(=O)/C=C/c1ccc2ccccc2n1)c1c(N)n(Cc2ccccc2)c(=O)[nH]c1=O
-31.6	31.7*	CC1CCN(c2ccc3c(c2)S(=O)(=O)c2cccc(C(=O)O)c2C3=O)CC1
-0.1	2.4	Cc1ccc(S(=O)(=O)Nc2nc3ccccc3nc2N2CCOCC2)cc1
1.0	1.5	CCN(CC(=O)Nc1cccc(S(=O)(=O)N(C)c2ccccc2)c1)Cc1ccccc1
-0.3	0.0	CCCN(C(=O)c1ccc(S(=O)(=O)N2CCCC2)cc1)C1CCS(=O)(=O)C1 (stereo unspecified)
2.4	-1.9	COc1ccccc1NS(=O)(=O)c1ccc(C)c(C(=O)NC2=NCCS2)c1
4.4	0.9	CCN1C(=O)[C@H]2[C@@H](c3ccc(SC4CCCCC4)cc3)N3CCCC[C@@]3(C(=O)OC)[C@H]2C1=O
1.0	0.1	COc1ccccc1CCNC(=O)C(=O)NCC1CCCN1S(=O)(=O)c1ccccc1 (stereo unspecified)
-3.7	8.9	COc1ccc(SC[C@H](C)CN2CC[C@H](NC(=O)OCc3ccccc3)CCC2=O)cc1
0.7	7.3	COc1ccc(S(=O)(=O)N2CCN(CC(=O)Nc3cc(Cl)ccc3Cl)CC2)cc1
2.6	-2.5	O=c1[nH]c(=S)n(-c2ccc(Br)cc2)c2ncccc12
0.2	1.5	COc1ccc(-c2c(-c3cc(OC)cc(OC)c3)n(C)c3ccc(-c4ccc(N(C)C)nc4)cc23)cc1
-2.9	-1.1	COc1ccc(CC(=O)OCC(=O)NC(=O)NC2CCCC2)cc1
1.5	2.0	O=C(COC(=O)c1ccc(S(=O)(=O)N2CCCC2)cc1)Nc1cccc(F)c1
-0.8	-2.0	O=C(CN1CCN(S(=O)(=O)c2ccccc2F)CC1)NCC1(N2CCOCC2)CCCCC1
5.2	1.7	Cc1ccc(C)c(S(=O)(=O)N2CCN(C(=O)CCC(=O)NCc3ccc(Cl)cc3)CC2)c1
-1.6	7.0	CCC/C(C#CCCN1C(=O)c2ccccc2C1=O)=C1/c2ccccc2C(=O)N1c1ccccc1
1.9	2.8	COc1cc(OC)cc(C(=O)NNC(=O)CN2C(=O)NC(C)(c3ccccc3)C2=O)c1 (stereo unspecified)
-1.1	8.8	O=S1OC(c2ccccc2)c2cc(Cl)ccc21 (stereo unspecified)
-2.8	-1.8	CC(C)CN(C(=O)COC(=O)CSc1ccccc1)c1c(N)n(Cc2ccccc2)c(=O)[nH]c1=O
0.0	-4.7	CCO[C@@H]1OC(C(=O)N2CCOCC2)=C[C@H](C(C)(C)C)[C@H]1CCCO
-5.5	5.3	C=C(C(=O)Oc1c(C(C)(C)C)cccc1C(C)(C)C)c1ccccc1
-1.3	-3.4	Cc1noc(C)c1COc1ccc(C(=O)N2CC(C)CC(C)C2)cc1 (stereo unspecified)
3.5	3.8	CC(=O)c1cccc(OCC(=O)Nc2cc(Cl)ccc2-n2cncn2)c1
3.3	2.6	Cn1ccc2cc(NC(=O)Nc3cccnc3)ccc21
3.0	0.6	CCc1ccc(CN(C)C(=O)c2cc(S(=O)(=O)N3CCOCC3)ccc2N2CCCC2)cc1
2.4	-3.7	COc1ccc(CCC(=O)Nc2ccc(S(=O)(=O)Nc3ncccn3)cc2)cc1
3.0	2.9	NC(=O)C1CCN(C(=O)c2cc(-c3ccccc3Cl)nc3ccccc23)CC1
0.4	-3.2	c1ccc(-c2nc(C3CCCCC3)c3sccc3n2)cc1
5.4	0.6	CC(C)C[C@@H](CO)N(Cc1ccccc1)S(=O)(=O)N(Cc1ccccc1)[C@@H](CO)CC(C)C
-2.5	-1.0	CN(C)S(=O)(=O)c1ccc(N2CCCC2)c(C(=O)NCC2COc3ccccc3O2)c1 (stereo unspecified)
-5.5	6.3	Cc1cccc(N2CC(C(=O)Nc3ccc(N4CCOCC4)cc3)CC2=O)c1C (stereo unspecified)
